Assay outcomes from PubChem BioAssay.
Diaph inh CS: diaphorase inhibitors and chemical oxidizers, primary screen, counter-screen for diaphorase-coupled primary assays, biochemical, uHTS, resorufin fluorescence; diaphorase resazurin-to-resorufin fluorescence, NADH, 16 min; bacterial (C. kluyveri) enzyme, not human; inhibition, % at 20 µM; 190,000 compounds, 0.69% hits;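 active = primary screen inhibition at 20 µM above a set limit, cut at about 50% in these data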;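 note: plate controls were DMSO with full reaction for no effect and wells lacking NADH for full effect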
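Test system: diaphorase enzyme from Clostridium kluyveri; amount: diaphorase at 0.14 U/mL in enzyme working solution; detection: fluorescence of resorufin formed from resazurin, Ex 544/Em 590 nm; times: reaction incubation of 16 min at room temperature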
TR-FRET SRC-2 ct: TR-FRET signal artefacts, primary screen, artefact control for PPARgamma SRC-2 agonist project, biochemical | TR-FRET artefact counter-screen; active compounds read high | 200,000 compounds, 0.4% hits | TR-FRET ratio at 8 µM; in the data active = TR-FRET ratio above about 2000; note: inactives centre near 1500
ROMK primary: ROMK potassium channel modulators, primary screen, cell-based, thallium flux, MLSMR library | B-score at 10 µM | ATP-sensitive inward rectifier potassium channel 1 (Homo sapiens), P48048 | Tet-inducible ROMK, thallium flux fluorescence; actives lie on both sides | 130,000 compounds, 2% hits;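 active = signal ratio slope over the read window, or its plate-corrected B-score, at least 3 SD from the plate mean, either direction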;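 note: B-score of the F/F0 ratio slope over 7 to 12 s after thallium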
Target sequence (P48048 whole entry, looked up): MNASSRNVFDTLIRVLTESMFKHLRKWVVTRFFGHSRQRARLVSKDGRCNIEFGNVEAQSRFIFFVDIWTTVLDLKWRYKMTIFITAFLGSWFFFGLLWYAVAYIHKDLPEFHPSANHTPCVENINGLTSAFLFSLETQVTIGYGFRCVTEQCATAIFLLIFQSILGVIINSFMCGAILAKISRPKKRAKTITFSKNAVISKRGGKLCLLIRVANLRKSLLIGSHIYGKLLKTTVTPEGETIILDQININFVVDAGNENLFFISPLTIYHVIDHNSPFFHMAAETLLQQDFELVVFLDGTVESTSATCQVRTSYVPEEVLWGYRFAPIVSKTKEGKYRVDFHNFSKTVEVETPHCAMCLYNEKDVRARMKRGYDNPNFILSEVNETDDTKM
PMI act satM6P: human PMI activators, high substrate, primary screen, biochemical, fluorescence intensity, near-saturating mannose 6-phosphate. Mannose-6-phosphate isomerase (Homo sapiens), P34949. activation factor at 20 µM. coupled PMI enzyme assay, resazurin fluorescence, 20 min; active compounds read high; 1 = untreated enzyme, 0 = substrate-free blank. 190,000 compounds, 0.34% hits;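 active = activation factor of 2 or more at 20 µM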
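Test system – human PMI in coupled enzyme assay · Timing – 20 min incubation at room temperature · Detection – Diaphorase-driven resazurin-to-resorufin fluorescence, excitation 544, emission 590 nm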
G6PDH counter: L. mesenteroides G6PDH inhibitors, counter-screen for G6PDH-coupled screening assays, biochemical, Leuconostoc mesenteroides enzyme; glucose-6-phosphate dehydrogenase [Leuconostoc mesenteroides]; Purified L. mesenteroides G6PDH, diaphorase/resazurin coupled fluorescence, 45 min; inhibition, % at 5 µM; 200,000 compounds, 0.12% hits; in the data active = inhibition above about 50%
Diaphorase act: compounds boosting diaphorase resazurin reduction – biochemical, uHTS, resorufin fluorescence, counter-screen for diaphorase-coupled primary assays, primary screen. Diaphorase/resazurin coupled assay, 16 min; active compounds read high; 1 = vehicle wells, 0 = NADH-free wells. 190,000 compounds, 0.005% hits. activation factor at 20 µM. AID 1229, 2008;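 active = diaphorase activity raised at least twofold by the compound at 20 µM; inactive = activation factor below 2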
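System – purified diaphorase enzyme from Clostridium kluyveri · Input – enzyme 0.07 U/mL final · Also added – final NADH 0.114 mM, resazurin 0.1 mM · Measured by – fluorescence of resorufin, 544 nm excitation, 590 nm emission · Timing – 16 min enzyme reaction, ambient temperature · Measure – resorufin increase flagging diaphorase activators or reducers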
PPARg SRC-2 ag: agonists of PPARg-SRC-2 recruitment, primary screen, biochemical, HTS; Peroxisome proliferator-activated receptor gamma (Homo sapiens), P37231; PPARgamma LBD-SRC-2 recruitment; activation, % at 8 µM; 200,000 compounds, 0.34% hits; AID 1032, 2008; in the data active = activation above about 22%;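 note: 0% = vehicle and 100% = reference agonist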
PPARg SRC-3 ag: PPARgamma agonists recruiting SRC-3 coactivator, primary screen, biochemical; AID 731, 2007; Peroxisome proliferator-activated receptor gamma (Homo sapiens), P37231; activation, % at 8 µM; 200,000 compounds, 0.26% hits; biochemical PPARgamma/SRC-3 coactivator recruitment assay; in the data active = activation above about 23%;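 note: 0% = DMSO and 100% = reference agonist; some compounds past the cut are filed as inactive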
PPARg SRC1 recr: PPARgamma agonists recruiting SRC-1 coactivator, primary screen, biochemical. 200,000 compounds, 0.41% hits. Peroxisome proliferator-activated receptor gamma (Homo sapiens), P37231. PPARgamma-SRC-1 coactivator recruitment biochemical assay. AID 631, 2007. activation, % at 8 µM; in the data active = activation above about 19%;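 note: 0% = DMSO and 100% = reference agonist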
S1P3 antag: S1P3 receptor antagonists, primary screen, cell-based | Sphingosine 1-phosphate receptor 3 (Homo sapiens), Q99500 | CHO S1P3 NFAT-BLA reporter, FRET fluorescence, antagonist mode | inhibition, % at 4.98 µM | 170,000 compounds, 0.27% hits | AID 485, 2006;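 active = inhibition above the plate cutoff, the mean inhibition of test wells on that plate plus 3 SD, cut at about 28% in these data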;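 note: cells challenged with S1P at its EC80 of 0.8 µM; blue over green emission ratio from cleaved BLA substrate after 4 h stimulation; 0% = S1P-stimulated wells and 100% = unstimulated DMSO-only wells; some compounds past the cut are filed as inactive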
Target sequence (Q99500 whole entry, looked up): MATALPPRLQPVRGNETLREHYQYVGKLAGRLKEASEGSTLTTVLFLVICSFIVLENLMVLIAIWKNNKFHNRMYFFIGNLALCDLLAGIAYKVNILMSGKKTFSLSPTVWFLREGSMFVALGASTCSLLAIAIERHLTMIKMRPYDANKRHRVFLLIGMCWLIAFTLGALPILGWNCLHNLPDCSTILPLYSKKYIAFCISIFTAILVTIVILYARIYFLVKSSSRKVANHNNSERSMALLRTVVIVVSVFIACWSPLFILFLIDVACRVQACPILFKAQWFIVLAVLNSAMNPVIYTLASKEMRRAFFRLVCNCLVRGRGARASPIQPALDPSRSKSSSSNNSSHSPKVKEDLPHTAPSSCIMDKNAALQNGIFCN
PMI act: activators of human PMI, primary screen, biochemical, fluorescence intensity, near-Km mannose 6-phosphate. AID 1214, 2008. 190,000 compounds, 0.005% hits. purified human PMI, coupled resazurin fluorescence, 20 min; active compounds read high; 1 = vehicle control, 0 substrate-free wells. activation factor at 20 µM. Mannose-6-phosphate isomerase (Homo sapiens), P34949;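 active = activation factor of 2 or more at 20 µM, relative to plate controls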
An asterisk follows results filed as active; nt = no result given.

SMILES	Diaph inh CS	TR-FRET SRC-2 ct	ROMK primary	PMI act satM6P	G6PDH counter	Diaphorase act	PPARg SRC-2 ag	PPARg SRC-3 ag	PPARg SRC1 recr	S1P3 antag	PMI act
CCC1=NN(C(=O)COc2ccccc2)C(O)(c2ccc(Br)cc2)C1 (centres undefined)	-12	1502	-0.83	1	9	1.1	0	1	0	4	1.1
CN(Cc1ccccc1)C(=S)NC(=O)c1ccccc1	2	1969	1.2	1.1	-2	1	10	0	7	8	1.1
Cc1cc(O)c(C(C[N+](=O)[O-])c2ccc(Cl)cc2)c(=O)o1 (centres undefined)	12	1670	-0.24	1	3	0.9	9	4	-3	nt	0.9
CCCN(CCC)CCCNC(=O)CCNS(=O)(=O)c1ccc(Br)cc1	6	1550	-0.14	1	12	0.9	6	-1	4	4	1
Cc1ccc[n+](C(C)C(=O)Nc2ccc([N+](=O)[O-])cc2C)c1 (centres undefined)	-3	1541	0.38	1	4	1	3	-5	5	-25	1
C=CCN(c1ccccc1Cl)S(=O)(=O)c1cccc(C(=O)OCC(=O)N(C)C2CCS(=O)(=O)C2)c1 (centres undefined)	2	1774	0.7	1	6	1	6	4	8	-5	1
O=C(COC(=O)Cc1ccsc1)NC(c1ccccc1)c1ccccc1	14	1420	nt	0.9	-8	0.9	3	0	4	-1	0.9
COc1ccc(-c2noc(C(=O)NCc3ccc(F)cc3)n2)cc1OC	10	1483	-0.58	0.9	2	0.9	-1	0	-4	-5	0.9
Cc1cc(NS(=O)(=O)c2ccc(NC(=S)NC(=O)c3cccc(S(=O)(=O)N(C)C)c3)cc2)no1	30	1635	0.35	1	6	0.7	0	-4	4	-27	0.9
COc1ccc(C(=O)NCC(=O)OCC(=O)N2CCCc3ccccc32)cc1	14	1395	nt	0.8	1	0.9	-5	-3	-3	2	0.8
CCCCn1c(SCC(=O)Nc2nnc(C(C)C)s2)nc2c1c(=O)n(C)c(=O)n2C	18	1640	nt	0.9	-1	0.8	-3	0	-2	-23	0.8
Cc1c(C(C)C)c(=O)n(-c2ccc(S(=O)(=O)NC(C)C)cc2)n1C	2	1809	-0.2	0.9	13	1	13	4	5	-4	1
COc1ccc(S(=O)(=O)Nc2ccc(NC(C)=O)cc2)cc1Cl	9	1568	0.047	0.9	9	0.9	1	1	6	9	0.9
c1ccc(-c2nn3c(Cn4nnc5ccccc54)nnc3s2)cc1	9	1708	nt	1	-11	0.9	2	12	2	-9	0.6
O=C(NC1CCCC1)c1ncn[nH]1	-1	1638	0.61	0.9	4	1	11	4	3	-6	1
CCOC(=O)c1cccc(NC(=O)COc2ccc([N+](=O)[O-])cc2)c1	5	1564	nt	1.1	5	1	4	8	0	nt	1.1
O=c1c2ccccc2nnn1COc1ccc(F)cc1Cl	11	1389	-0.9	1.5	7	0.9	5	3	10	9	1.7
Cc1cc(OC(=O)c2ccc(S(=O)(=O)N(C)C)cc2)cc(=O)o1	21	1515	0.45	0.9	8	0.8	-5	-9	0	-24	0.8
Cn1nnnc1SCC(=O)Nc1cc(C(C)(C)C)nn1-c1ccccc1	9	1275	-0.6	1	1	0.9	-1	3	4	-24	1
N#Cc1c(NC(=O)CSc2ncnc3c2cnn3-c2ccccc2Cl)sc2c1CCCC2	nt	1461	-1	nt	nt	nt	4	3	7	-10	nt
CCCCN(C(=N)N1CCCCC1)c1nc(C)c([N+](=O)[O-])c(=O)[nH]1	0	1620	-0.13	0.9	1	1	3	5	-6	13	0.9
Cc1c(C#N)c2ccccc2n1CC(=O)N1CCCc2ccccc21	14	1531	0.42	1	4	0.9	1	-1	3	nt	1
COc1ccc(/C=N/NC(=O)c2cccc([N+](=O)[O-])c2)cc1OS(=O)(=O)c1ccccc1	35	1576	-0.1	0.8	-63	0.6	5	3	-3	nt	0.8
O=C1c2ccccc2C(=O)N1CC1c2ccccc2CCN1C(=O)C1CCCCC1 (centres undefined)	8	1381	0.5	1	21	0.9	2	4	9	nt	1
CCOC(=O)N1CCN(C(=O)C2CCN(Cc3ccc(O)c(OCC)c3)CC2)CC1	15	1584	-1.4	0.9	7	0.9	-6	8	3	-32	0.9

Three structures out of the list, arranged by SMILES length, rising.
SMILES	Diaph inh CS	TR-FRET SRC-2 ct	ROMK primary	PMI act satM6P	G6PDH counter	Diaphorase act	PPARg SRC-2 ag	PPARg SRC-3 ag	PPARg SRC1 recr	S1P3 antag	PMI act
Cc1ccc[n+](C(C)C(=O)Nc2ccc([N+](=O)[O-])cc2C)c1 (centres undefined)	-3	1541	0.38	1	4	1	3	-5	5	-25	1
CCOC(=O)c1cccc(NC(=O)COc2ccc([N+](=O)[O-])cc2)c1	5	1564	nt	1.1	5	1	4	8	0	nt	1.1
CCOC(=O)N1CCN(C(=O)C2CCN(Cc3ccc(O)c(OCC)c3)CC2)CC1	15	1584	-1.4	0.9	7	0.9	-6	8	3	-32	0.9

(list continues)
SMILES	Diaph inh CS	TR-FRET SRC-2 ct	ROMK primary	PMI act satM6P	G6PDH counter	Diaphorase act	PPARg SRC-2 ag	PPARg SRC-3 ag	PPARg SRC1 recr	S1P3 antag	PMI act
COc1ccc2c(=O)cc(-c3ccccc3)n(C)c2c1	6	1569	nt	1	6	0.9	14	7	2	nt	1
Cc1ccc(C2=Nc3ccccc3N=C(c3ccc([N+](=O)[O-])cc3)C2)c(O)c1	-8	1458	nt	1.1	-3	1.1	-9	-7	2	-3	1
O=C(NCc1ccc2c(c1)OCO2)C12CC3CC(CC(C3)C1)C2	5	1555	0.081	1.1	11	0.9	2	8	2	nt	1
C=CCNC(=O)NC(=O)COC(=O)c1cccnc1SC	10	1321	0.56	1	-1	0.9	2	-5	-1	nt	1
Cc1ccc(CC(CC(=O)Nc2cccc(C(F)(F)F)c2)C(=O)O)cc1 (centres undefined)	-6	1560	0.67	1.1	16	1.1	7	3	1	-4	1.1
Cc1c(C(=O)N2CCCC2)sc(NC(=O)c2ccco2)c1C#N	-7	1443	1.8	1.1	7	1.1	3	14	2	nt	1.1
O=S(=O)(C=C(c1ccccc1)c1ccccc1)c1ccccc1	-6	1652	nt	1.1	10	1.1	1	1	5	nt	1.1
CCOC(=O)C(C)Sc1cc(CS(=O)(=O)c2ccccc2)nc(-c2ccccc2)n1 (centres undefined)	16	1659	nt	0.9	6	0.8	7	12	7	nt	0.9
Cc1ccc(C)c(-c2csc(N)c2C(=O)OC(C)C)c1	25	1222	2.7*	0.8	1	0.7	-13	2	3	nt	0.7
N#CCCN(C(=O)COC(=O)c1cccc(S(=O)(=O)Nc2ccc([N+](=O)[O-])cc2)c1)c1ccccc1	24	1434	-0.67	1	0	0.8	-3	1	7	-9	1.1
CCOc1cc(CO)cc(Br)c1OCC(=O)Nc1ccccc1C	2	1340	-1.4	1.1	3	1	3	0	-3	-5	1.1
Cc1cc(=O)oc(C)c1C(=O)NCC(C)C	19	1621	-0.82	0.8	9	0.8	-3	5	0	nt	0.9
CC(=O)c1ccc(N2CCN(C(=O)Nc3cccc(F)c3)CC2)cc1	10	1475	-1.4	1	6	0.9	-9	3	3	-6	1
Cc1cc(Oc2ccccc2)nc(N2CCOCC2)n1	8	1665	0.28	1.1	-1	0.9	3	-4	3	nt	1.1
O=C(COC(=O)c1ccccc1Cl)NC(=O)NCc1ccccc1	-12	1357	0.03	1.1	12	1.1	-13	-3	-6	-3	1.1
CCN(CC)C(=O)Oc1ccc(Cl)c2ccccc12	18	1696	-1.1	1	7	0.8	-5	-5	9	8	1
O=C(O)c1ccc2cccc(Cl)c2c1O	18	1450	-0.98	0.9	10	0.8	-1	8	-3	-26	0.8
O=C(Nc1ccc(Br)cc1)c1cnccn1	17	1483	-0.12	0.9	4	0.8	0	1	-3	6	1
CC(C)c1ccc(OCC(=O)NC2=NCCS2)cc1	10	1687	-0.52	0.9	17	0.9	0	4	4	5	0.9
COC(=O)C1(O)CC(CC(C)C)=NN1C(=O)c1ccccc1 (centres undefined)	7	1342	nt	1	13	0.9	3	8	4	nt	1
O=C(NCC1CCCO1)NC1(C(F)(F)F)Oc2ccccc2O1 (centres undefined)	15	1589	nt	0.8	6	0.9	6	1	12	nt	0.9
O=S(=O)(c1ccc(Br)cc1)c1nc(-c2ccccc2)oc1NCc1cccnc1	20	1601	0.5	0.9	10	0.8	2	9	2	nt	0.8
CN1C(=O)N(C)C2(c3ccccc3)Nn3c(s/c(=C/c4ccccc4F)c3=O)=NC12c1ccccc1 (centres undefined)	-8	1585	0.099	1.1	-6	1.1	4	-2	-2	nt	1.1
O=C(COC(=O)c1cc(Br)ccc1Cl)NC(=O)NCc1ccccc1	14	1650	0.051	1	-1	0.9	6	-4	-4	1	0.7
O=C(c1ncn[nH]1)N1CCN(c2nc(-c3ccccc3)cs2)CC1	10	1411	nt	1	-2	0.9	6	10	8	5	1.1
CC(=O)c1ccc(S(=O)(=O)Nc2cccc(-c3cn4c(n3)SCC4)c2)cc1	6	1217	-0.21	1	2	0.9	-2	-2	-11	-13	1
c1ccc(N=C(c2cccs2)N2CCOCC2)cc1	-3	1547	-0.0032	0.9	1	1	-6	-15	-3	nt	1
Cc1ccc(CNC(=O)CN2CCCC(C)C2)cc1 (centres undefined)	-7	1494	-0.19	1.1	2	1.1	7	5	7	nt	1
COc1cc(CN2CCN(Cc3ccc(SC)cc3)CC2)cc(OC)c1O	40	1565	-0.12	0.4	58*	0.6	-7	4	2	-4	0.6
O=C(Nc1ccccc1)c1[nH]ncc1[N+](=O)[O-]	5	1559	0.058	1	0	0.9	11	2	3	nt	0.8

Fetched one by one from above, two records:
SMILES	Diaph inh CS	TR-FRET SRC-2 ct	ROMK primary	PMI act satM6P	G6PDH counter	Diaphorase act	PPARg SRC-2 ag	PPARg SRC-3 ag	PPARg SRC1 recr	S1P3 antag	PMI act
O=C(COC(=O)c1cc(Br)ccc1Cl)NC(=O)NCc1ccccc1	14	1650	0.051	1	-1	0.9	6	-4	-4	1	0.7
CC(=O)c1ccc(S(=O)(=O)Nc2cccc(-c3cn4c(n3)SCC4)c2)cc1	6	1217	-0.21	1	2	0.9	-2	-2	-11	-13	1
